CIT2-GFP yeast: modulators of TOR pathway CIT2-GFP in S. cerevisiae. AID 2029. 0.065% of 320,000 active. GFP response vs DMSO, % at 10 µM. S. cerevisiae CIT2-GFP strain, flow cytometry, 3 h; 100 means same as DMSO wells;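 active = GFP response relative to DMSO above a set limit, near the screen mean plus 3 SD, cut at about 150% in these data; inconclusive = Fewer than 70 cells measured for a yeast strain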;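 note: ratio of well median GFP fluorescence to mean of DMSO wells on the plate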
MEP2-GFP yeast: modulators of TOR pathway MEP2-GFP in S. cerevisiae. GFP response vs DMSO, % at 10 µM. AID 2016. S. cerevisiae MEP2-GFP strain, flow cytometry GFP, 3 h; 100% = DMSO control level. 0.51% of 330,000 active;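 active = GFP response versus DMSO above a set limit, roughly screen mean plus 3 SD, cut at about 180% in these data; inconclusive = fewer than 70 cells counted for a yeast strain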;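 note: median GFP fluorescence of the barcode-gated MEP2-GFP cells per well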
AGP1-GFP MLPCN: modulators of TOR pathway AGP1-GFP in S. cerevisiae | S. cerevisiae AGP1-GFP multiplex flow cytometry, 3 h; GFP as percent of DMSO wells | GFP response vs DMSO, % at 10 µM | 0.02% of 320,000 active | AID 2066;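 active = GFP response relative to DMSO above a set limit, near screen average plus 3 SD, cut at about 150% in these data; inconclusive = fewer than 70 cells counted for the yeast strain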;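 note: median GFP channel fluorescence of the gated AGP1 strain per well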
procasp3 activ: activators of human procaspase-3; P42574; recombinant procaspase-3 D3A, Ac-DEVD-pNA absorbance 405 nm; activation, % at 8.5 µM; 0.11% of 330,000 active; AID 463141;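 active = activation above the mean of all tested compounds plus 3 SD, cut at about 21% in these data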;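 note: 0% = DMSO alone and 100% = DMSO wells spiked with extra 5 µM PC-3 D3A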
Target sequence (P42574 whole entry D9A/D28A/D175A): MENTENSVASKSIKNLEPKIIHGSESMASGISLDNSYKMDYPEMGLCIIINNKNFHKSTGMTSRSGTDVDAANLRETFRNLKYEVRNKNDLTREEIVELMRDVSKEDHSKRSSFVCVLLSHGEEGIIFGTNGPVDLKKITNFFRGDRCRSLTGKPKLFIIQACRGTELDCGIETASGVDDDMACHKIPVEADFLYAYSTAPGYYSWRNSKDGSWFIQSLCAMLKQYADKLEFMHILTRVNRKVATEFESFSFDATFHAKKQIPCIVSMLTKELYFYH
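Compound: 8.5 µM single point, 0.8% DMSO / Material: Autoprocessing-dead procaspase-3 D3A mutant enzyme / Timing: 1 h preincubation plus 2 h reaction at 25 °C / Medium: Zinc-free HEPES/NaCl buffer with 0.01% Triton X-100 at pH 7.4 / Technique: 405 nm absorbance of p-nitroaniline, reads at 0 and 120 min / Repeats: one well per compound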
RPL19A-GFP yeast: yeast TOR pathway RPL19A-GFP modulation; S. cerevisiae RPL19A-GFP strain, flow cytometry, 3 h; hits give low values; AID 2025; percent response vs DMSO, % at 10 µM; 0.3% of 330,000 active;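 active = percent response vs DMSO below 50%; inconclusive = fewer than 70 events counted for the yeast strain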;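 note: median channel GFP fluorescence of the barcoded RPL19A-GFP strain; ratio of sample median GFP to plate DMSO average so 100% = DMSO; lower means less RPL19A-GFP as with rapamycin TOR inhibition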
AHR act: activators of human aryl hydrocarbon receptor. P35869. AHR-responsive luciferase reporter cells, luminescence. activation, % at 5 µM. 2.5% of 320,000 active; in the data active = activation above about 47%;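 note: 0% = vehicle wells and 100% = reference agonist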
LAP4 TOR yeast: alters LAP4-GFP fluorescence in TOR pathway yeast screen | S. cerevisiae LAP4-GFP multiplex, flow cytometry GFP, 3 h; median GFP as percent of DMSO wells | GFP response vs DMSO, % at 10 µM | 0.34% of 320,000 active;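 active = GFP response vs DMSO above a set limit, about the screen mean plus 3 SD, cut at about 150% in these data; inconclusive = under 70 cell events counted for the yeast strain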
procasp7 counter: activates human procaspase-7, counter-screen for procaspase-3 activators; P55210; recombinant procaspase-7, Ac-DEVD-pNA absorbance 405 nm; D23A/D198A/D206A triple mutant, cannot self-cleave; scale: DMSO 0, 5 µM enzyme 100; activation, % at 8.5 µM; 0.093% of 330,000 active; AID 463210;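 active = percent activation above the screen-wide mean plus 3 SD, cut at about 25% in these data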
Target sequence (P55210 whole entry D23A/D198A/D206A): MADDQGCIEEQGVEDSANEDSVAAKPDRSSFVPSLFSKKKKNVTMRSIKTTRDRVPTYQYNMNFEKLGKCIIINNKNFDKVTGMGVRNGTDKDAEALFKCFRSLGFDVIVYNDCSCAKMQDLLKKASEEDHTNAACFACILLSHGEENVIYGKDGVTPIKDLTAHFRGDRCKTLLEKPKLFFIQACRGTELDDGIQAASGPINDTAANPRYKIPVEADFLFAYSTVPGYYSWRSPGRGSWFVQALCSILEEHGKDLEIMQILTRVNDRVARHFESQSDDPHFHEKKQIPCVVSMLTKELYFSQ
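Assay system – Uncleavable procaspase-7 mutant enzyme · Quantity – 2 µM procaspase-7 mutant as dispensed · Times – 1 h preincubation, 2 h reaction · Dosing – single nominal 8.5 µM compound dose, 0.8% DMSO final · Buffer or medium – Zinc-free 50 mM HEPES buffer, pH 7.4, with NaCl and Triton X-100 · Detection – Epi-absorbance of released pNA at 405 nm, two timepoints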
An asterisk follows results filed as active; ? = inconclusive; [ ] = remark or other dose.

Molecule	CIT2-GFP yeast	MEP2-GFP yeast	AGP1-GFP MLPCN	procasp3 activ	RPL19A-GFP yeast	AHR act	LAP4 TOR yeast	procasp7 counter
Cc1c(C(=O)N2CCC[C@H]2CO)oc2c(F)cccc12	103	104	103	9	103	8	93	11
CC(C(=O)NCCS(=O)(=O)c1ccc(Cl)cc1)S(=O)(=O)c1ccccc1 (configuration not stated)	112	109	108	-5	106	2	105	11
O=C(NCc1cn2ccsc2n1)c1c(F)cccc1Cl	90	95	96	-2	100	-1	92	-3
CC1C(=O)Nc2ccc(S(=O)(=O)NCCc3ccc(Cl)cc3)cc2NC1=O (configuration not stated)	112	102	102	-2	98	6	99	9
O=C(C[C@H]1C/C=C\CC[C@@H](Cc2ccc(F)cc2)C(=O)O[C@@H](c2ccccc2)CNC1=O)N[C@H](CO)Cc1ccccc1	90	97	99	6	90	0	98	9
COc1ccc(C(NC(=O)c2cccnc2)c2cc(Cl)c3cccnc3c2O)cc1OC (configuration not stated)	115	109	104	3	103	3	91	3
O=C1NC(=O)/C(=C\c2ccc(Cl)nc2)S1	107	101	95	16	101	5	86	0
O=C1OC(N2C(=O)CC[C@H]2C(=O)Nc2ccc(F)c(F)c2)c2ccccc21 (some centres not stated)	110	108	105	0	100	-1	106	-9
O=C1c2ccccc2NC(c2ccc(-c3cccs3)o2)N1O (configuration not stated)	89	85	62	-22	88	47	83	-21
Cn1c(-c2ccc(Br)cc2)cnc1NCc1ccc(C#N)cc1	110	98	105	-1	102	5	103	-6
COc1ccc(NC(=O)CCN2CCC(C)CC2)cc1	92	99	97	5	94	-2	101	-4
Cc1cc(Br)ccc1NC(=O)CNC(=O)Cn1ncc(Cl)c(Cl)c1=O	102	102	106	3	105	4	107	1
CCOC(=O)C(C)Sc1ncnc2c1nnn2-c1ccc(F)cc1 (configuration not stated)	99	97	100	-1	98	3	99	8
O=C(COC(=O)c1ccc2ncsc2c1)NCc1cccc(Cl)c1	101	98	94	1	96	5	94	-10
CCCCCCCCCC(=O)N/N=C/c1ccc(C)s1	99	98	104	3	101	6	102	9
O=S(=O)(Nc1ccc2nc(C(F)(F)F)[nH]c2c1)c1ccccc1	98	98	99	-5	99	0	94	11
c1ccc(-c2csc(NNC3=NCCCCC3)n2)cc1	91	95	95	-31	96	14	106	-30
COc1ccc(S(=O)(=O)N2CCc3ccccc3C2)cc1	84	84	86	2	91	0	90	-5
Cc1cc(N2CCN(c3ccccc3)CC2)n2c(n1)nc1ccccc12	97	106	94	-1	100	-2	104	14
Cc1cccc(/N=C2/NC(=O)C(Cc3ccccc3)S2)n1 (configuration not stated)	88	106	97	-8	100	11	92	-3
Cc1c(O)ccoc1=O	102	106	108	-7	104	-1	107	-5
Cc1ccc(NS(=O)(=O)c2ccc(C(=O)NCc3cccnc3)cc2)cc1	101	94	101	-8	97	2	94	8
CCCCc1nc2cc(C(=O)N3CCCCC3C(=O)OC)ccc2o1 (configuration not stated)	105	101	100	-6	100	8	92	-1
Cc1cnc(C(=O)OCC(=O)c2ccc[nH]2)cn1	83	90	98	-3	91	-1	100	-2
CCc1cccc(CC)c1NC(=O)CSc1nnc(CCC(=O)O)c(=O)[nH]1	102	102	98	-1	98	0	98	5
COc1ccc(OCc2nnc(SCC(=O)NC3CC4CCC3C4)o2)cc1 (configuration not stated)	93	101	90	5	98	3	83	-5
COc1ccc(/C=N/N=C2/NC(=O)C(CC(=O)O)S2)cc1OCc1ccccc1Cl (configuration not stated)	94	97	96	5	98	-1	89	0
Cc1cccc(C)c1OCC(=O)NNC(=O)CCNC(=O)c1ccc(Br)cc1	91	95	94	5	99	0	87	5
Cn1c(SCC(N)=O)nnc1-c1ccc(S(=O)(=O)N2CCCC2)cc1	113	106	110	1	104	2	100	4
Cc1ccc(C(=O)NCCCN2CCOCC2)cc1	104	111	100	-1	104	7	106	12

Next section:
structure,CIT2-GFP yeast,MEP2-GFP yeast,AGP1-GFP MLPCN,procasp3 activ,RPL19A-GFP yeast,AHR act,LAP4 TOR yeast,procasp7 counter
CCCCNCC(O)(c1ccc(Cl)cc1)c1ccc(Cl)cc1,128,109,109,-7,103,0,109,2
COc1ccc(S(=O)(=O)n2oc(=O)cc2-c2ccccc2)cc1,95,100,100,2,100,2,103,2
CCCCc1ccc(NC(=S)NCc2cccs2)cc1,105,103,101,-4,100,0,104,2
Cc1cccc(C)c1NC(=S)N(Cc1ccccc1)Cc1cccnc1,101,98,104,4,99,1,105,10
COc1cccc(C(=O)NCC2CCN(c3ccc(S(=O)(=O)N4CCOCC4)cc3)CC2)c1,90,94,96,-1,98,1,101,2
O=C(CNc1cccc(Cl)c1)c1ccc(Cl)cc1,95,112,96,-9,105,7,107,4
O=Cc1sc([O-])nc1-[n+]1ccc2ccccc2c1,100,100,108,2,101,15,117,3
O=C(Nc1ccccc1C(=O)N1CCN(CCO)CC1)c1cccc([N+](=O)[O-])c1,102,87,87,0,87,7,85,-3
COc1ccc(-n2c(C)cc(C(=O)CN3C(=O)c4ccccc4C3=O)c2C)cc1,102,99,106,-2,101,5,94,-1
C=CCNC(=O)c1ccc(-c2nc(-c3ccccc3)cs2)cc1,95,108,93,6,102,2,118,-6
Cc1cccc(C(=O)Nc2nnc(S(=O)(=O)N3CCOCC3)s2)c1,94,95,100,8,101,1,91,-1
OCCC1CN(Cc2cccn2-c2cccnc2)CCN1C1CCCC1 (configuration not stated),84,88,92,-7,89,2,92,0
O=C1CCN(Cc2ccccc2)CCN1CCSc1ccccc1,89,94,88,-10,101,10,110,-5
Cc1ccc(SC(C)C(=O)NCc2ccc(F)cc2)cc1 (configuration not stated),92,101,110,7,96,0,110,0
O=C(CN1C(=O)NC2(CCc3ccccc32)C1=O)c1ccc(Br)s1 (configuration not stated),95,97,99,7,93,5,89,5
Cc1cc2c(OCC(O)CN3CCCC3)cccc2[nH]1 (configuration not stated),95,99,98,-4,99,0,97,-4
CC(=O)N1CCCc2cc(S(=O)(=O)N3CCCC3)ccc21,101,93,101,6,98,2,106,-6
CN(Cc1ccccc1F)c1ncnc2sccc12,96,104,96,10,103,-1,97,4
CCCCn1nc(-c2ccccc2)c2nc3ccccc3nc21,?,426*[may fluoresce violet],?,-3,17*[may fluoresce violet],3,93[may fluoresce violet],8
Cc1c(-c2ccccc2)oc2c(C(=O)OCC(=O)Nc3cccc(F)c3)cccc2c1=O,91,97,90,12,95,1,97,-7
CS(=O)(=O)c1ccc2nc(NC(=O)C3=NN(c4ccccc4)C(=O)CC3)sc2c1,96,103,107,0,98,7,104,9
O=C(CSc1nnc(-c2ccncc2)o1)NCc1ccccc1Cl,107,94,107,6,101,10,89,4
Cc1cccc(CSCc2ccc(C(=O)O)o2)c1,97,99,92,-5,100,-1,99,1
CC(C)(CNC(=O)c1cc2ccccc2o1)N1CCOCC1,97,94,98,9,96,3,102,-1
O=c1[nH]c(SCc2ccccc2F)nc2ccccc12,94,95,99,6,98,13,100,4
S=c1[nH]nc(-c2ccncc2)n1/N=C/c1ccccc1,99,105,100,-1,108,17,108,11
COc1ccc(Oc2coc3cc(OC(=O)/C=C/c4ccccc4)ccc3c2=O)cc1,113,107,119,2,110,-4,110,-6
COc1ccc(N(CC(=O)N2CCN(c3ccccc3F)CC2)S(=O)(=O)c2ccc(C)cc2)cc1,98,106,102,5,100,0,99,-1
COc1cc(NC(=O)c2cncc(-c3ccc(C#N)cc3)c2)cc(C(=O)Nc2cccc(C(F)(F)F)c2)c1,104,99,84,-1,100,15,122,4
Cn1nnnc1SCC(=O)Nc1cc(S(=O)(=O)N2CCCC2)ccc1Cl,89,89,92,-4,92,1,100,2
CCC(=O)Nc1ccc(S(=O)(=O)NCC2CCCO2)cc1 (configuration not stated),106,98,98,3,97,0,96,-8
NCCNC[C@@H]1COC2(CCCCCCCCCCC2)O1,100,103,107,-5,101,1,106,9
N#Cc1cc2ccccc2nc1SCC(=O)NC1CC1,100,99,105,-1,102,64*,98,13
O=[N+]([O-])C(/C=C(\Cl)[N+](=O)[O-])=C1N(Cc2ccc(Cl)nc2)CCN1Cc1ccc(Cl)nc1,94,97,95,1,96,-1,94,-4

Molecules above that have an aryl thioether with sulfur outside any ring:
structure,CIT2-GFP yeast,MEP2-GFP yeast,AGP1-GFP MLPCN,procasp3 activ,RPL19A-GFP yeast,AHR act,LAP4 TOR yeast,procasp7 counter
CCOC(=O)C(C)Sc1ncnc2c1nnn2-c1ccc(F)cc1 (configuration not stated),99,97,100,-1,98,3,99,8
CCc1cccc(CC)c1NC(=O)CSc1nnc(CCC(=O)O)c(=O)[nH]1,102,102,98,-1,98,0,98,5
COc1ccc(OCc2nnc(SCC(=O)NC3CC4CCC3C4)o2)cc1 (configuration not stated),93,101,90,5,98,3,83,-5
Cn1c(SCC(N)=O)nnc1-c1ccc(S(=O)(=O)N2CCCC2)cc1,113,106,110,1,104,2,100,4
O=C1CCN(Cc2ccccc2)CCN1CCSc1ccccc1,89,94,88,-10,101,10,110,-5
Cc1ccc(SC(C)C(=O)NCc2ccc(F)cc2)cc1 (configuration not stated),92,101,110,7,96,0,110,0
O=C(CSc1nnc(-c2ccncc2)o1)NCc1ccccc1Cl,107,94,107,6,101,10,89,4
O=c1[nH]c(SCc2ccccc2F)nc2ccccc12,94,95,99,6,98,13,100,4
Cn1nnnc1SCC(=O)Nc1cc(S(=O)(=O)N2CCCC2)ccc1Cl,89,89,92,-4,92,1,100,2
N#Cc1cc2ccccc2nc1SCC(=O)NC1CC1,100,99,105,-1,102,64*,98,13

Assay outcomes as filed in PubChem.
